Screening data deposited in PubChem BioAssay by Broad Institute.
RAD54 inh: inhibitors of human RAD54 branch migration; Q92698; RAD54 Holliday junction branch migration, FAM/BHQ fluorescence; inhibition, % at 10.4 µM; hit rate 0.14% among 360,000; AID 602329;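 active means mean normalized replicate activity at least 40 and at least half of replicates scoring 40 or more; inconclusive means only one of the two criteria met; inactive means mean below 40 and under half of replicates reaching 40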;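 further: 0% = median of neutral control wells and 100% = median of positive control wells; inhibitors cause a drop in the FAM fluorescence signal; in these data hits start at about 50%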
miR122 inh: inhibitors of miR-122 in Huh7 cells. Huh7 miR-122 Renilla luciferase sensor, 48 h; neutral wells = 0, positive control = 100. activation (reporter increase), % at 12.5 µM. hit rate 0.3% among 340,000;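 active means mean replicate activation score at least 90 and every replicate individually at or above 90; inconclusive means only one of the two criteria met; inactive means neither criterion met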;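 further: higher luciferase means less miR-122 activity so hits act as miR-122 inhibitors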
Cneo AK release: Cryptococcus neoformans lysis via adenylate kinase release; C. neoformans lysis, adenylate kinase release luminescence, 4 h; normalised: neutral wells 0, clomiphene wells 100; lysis activity, % at 15 µM; hit rate 0.2% among 360,000;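 active means mean lysis activity across replicates of at least 80%, whatever share of replicates individually reach that level; inactive means mean lysis activity below 80%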
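Material – log-phase Cryptococcus neoformans yeast cells · Input – 5 × 10^6 yeast cells/mL · Medium – fresh YPD growth medium · Doses – single compound concentration per well · Timing – static 4 h at 37 °C with compound, 1 h detection · Detection – adenylate kinase release luminescence · Read-out – signal increase indicating cell lysis · Control set – Clomiphene as positive lysis control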
PglD inh: inhibitors of Campylobacter jejuni PglD acetyltransferase | AID 602405 | hit rate 0.098% among 360,000 | purified PglD enzyme, DTNB colorimetric CoA detection | inhibition, % at 12.5 µM; in the data active means inhibition above about 16%, passing the limit was not always enough; inconclusive means no clear call, values can overlap the other calls; further: strong numbers were not always called active
ERAP1 HTS inh: ERAP1 (human) enzyme inhibition; inhibition, % at 10.7 µM; recombinant ERAP1, Leu-AMC fluorescence, 60 min; hit rate 0.15% among 340,000;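 active means mean replicate inhibition of at least 30%, or all replicates individually reaching that 30% level; inactive means mean below 30% and not every replicate reaching it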;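 further: 0% = neutral control wells and 100% = L-leucinethiol positive control wells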
Target sequence (Q9NZ08 whole entry, looked up): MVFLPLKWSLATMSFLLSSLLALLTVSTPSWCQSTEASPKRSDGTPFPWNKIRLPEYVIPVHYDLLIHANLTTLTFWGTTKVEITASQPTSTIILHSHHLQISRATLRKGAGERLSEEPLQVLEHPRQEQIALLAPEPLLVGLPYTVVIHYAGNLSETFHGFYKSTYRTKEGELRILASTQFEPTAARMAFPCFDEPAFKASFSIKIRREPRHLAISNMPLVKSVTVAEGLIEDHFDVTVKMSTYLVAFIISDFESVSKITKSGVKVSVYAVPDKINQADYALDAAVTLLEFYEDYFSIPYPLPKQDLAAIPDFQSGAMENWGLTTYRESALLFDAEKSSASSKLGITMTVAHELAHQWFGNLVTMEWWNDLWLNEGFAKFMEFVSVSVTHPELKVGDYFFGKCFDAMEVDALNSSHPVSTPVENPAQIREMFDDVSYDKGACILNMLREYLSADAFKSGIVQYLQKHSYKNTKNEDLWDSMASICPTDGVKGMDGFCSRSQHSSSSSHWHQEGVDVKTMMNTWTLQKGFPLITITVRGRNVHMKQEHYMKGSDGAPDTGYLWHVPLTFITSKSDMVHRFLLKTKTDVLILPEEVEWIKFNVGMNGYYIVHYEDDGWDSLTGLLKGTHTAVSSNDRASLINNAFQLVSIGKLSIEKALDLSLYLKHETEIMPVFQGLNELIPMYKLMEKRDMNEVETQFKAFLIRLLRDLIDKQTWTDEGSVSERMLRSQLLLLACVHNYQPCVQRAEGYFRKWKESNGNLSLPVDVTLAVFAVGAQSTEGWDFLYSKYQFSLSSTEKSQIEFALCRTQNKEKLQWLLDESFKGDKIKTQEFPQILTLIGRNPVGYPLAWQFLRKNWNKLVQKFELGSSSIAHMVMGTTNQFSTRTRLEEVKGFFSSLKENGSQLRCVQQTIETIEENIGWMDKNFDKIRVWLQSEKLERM
E-sel inducer: induces E-selectin expression in human endothelial cells | P16581 | HUVEC E-selectin immunofluorescence imaging; normalized: neutral wells 0, TNF-alpha wells 100 | activation, % at 7.58 µM | hit rate 0.37% among 260,000 | AID 686992;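 active means mean E-selectin-positive cell signal at least 10% of the positive control, reached in at least 60% of replicates, without over 20% cell loss; inconclusive means no rule given, readout overlaps actives, possibly toxicity-flagged; inactive means the rest, including those meeting only one limit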;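 further: in these data hits start at about 27%; measured in HUVEC primary endothelial cells; signal is the percent of cells scored E-selectin positive by PE staining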
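Test system: HUVEC | Signal: Immunofluorescence imaging | Read-out: Percent E-selectin-positive cells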
PGC1a acetyl inh: PGC1a acetylation modulation, inhibitor mode. U2OS PGC1a acetylation, AlphaScreen anti-acetyl-lysine; with virally co-expressed GCN5 acetyltransferase. inhibition, % at 15.6 µM. hit rate 0.17% among 350,000. AID 651687;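 active means every replicate shows inhibition of at least 40%; inconclusive means mean inhibition at least 40% but some replicate below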;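 further: 0% = neutral control wells and 100% = positive control wells; some results beyond the cut were filed as inactive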
RAD52 inh: blocks human RAD52 DNA annealing; P43351; recombinant RAD52 DNA annealing, FRET fluorescence; inhibition, % at 18.7 µM; hit rate 0.46% among 360,000;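 active means every replicate showing at least 50% inhibition; inconclusive means mean inhibition at least 50% but not in every replicate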
The depositor's hits bear a star; ? = inconclusive; / = no result given; & = joins results of further samples; [ ] = another dose, or the depositor's remark.

mol	RAD54 inh	miR122 inh	Cneo AK release	PglD inh	ERAP1 HTS inh	E-sel inducer	PGC1a acetyl inh	RAD52 inh
O=C(NC1CCCCC1)C(c1ccc2ncccc2c1)N(Cc1cccs1)C(=O)c1cccs1 (configuration not stated)	1	7	0	-6	/	/	-16	/
COC(=O)Nc1sc2c(c1C(=O)NCc1ccco1)CCC2	/	2	/	/	-3	/	-10	-13
CCOC(=O)Cc1csc(NC(=O)c2cc(OC)cc(OC)c2)n1	3	-9	0	-1	/	/	5	/
CC(OC(=O)c1ccc2noc(-c3ccccc3)c2c1)C(N)=O (configuration not stated)	8	/	1	1	1	0.0	/	-30
O=C(CCCCCN1C(=O)c2cccc3cccc(c23)C1=O)NCCCO	-3	/	-2	-8	-1	-0.3	/	-2
COc1ccc2c3c(n(C)c2c1)[C@@H](CO)NCC31CCN(S(=O)(=O)c2cccc(C)c2)CC1	/	/	/	/	0	-0.1	-10	54*
O=S(=O)(c1ccccc1)N1CCN(CCOc2ccc(F)cc2)CC1	-2	-8	-1	0	-1	2.5	/	-31
CCOC(=O)N1CCN(C(=O)C2CCN(S(=O)(=O)c3ccc(F)cc3)CC2)CC1	/	-8	/	/	-11	-0.6	1	-5
C[C@@H]1CN([C@@H](C)CO)C(=O)c2cc(NC(=O)CCC(F)(F)F)ccc2O[C@@H](C)CCCCO[C@H]1CN(C)C(=O)CCC(F)(F)F	-1	6[16.7 µM]	3	0	-1	/	20	-7
O=C(CNS(=O)(=O)c1ccccc1)OCC(=O)c1c[nH]c2ccccc12	-10	0	2	1	0	0.5	-8	-12
C[C@@H]1CN([C@H](C)CO)C(=O)Cc2cc(NS(C)(=O)=O)ccc2O[C@H]1CN(C)Cc1ccc(Oc2ccccc2)cc1	-10	4[16.7 µM]	0	4	-4	-4.9	-9	-7
COc1cccc(NC(=O)C[C@H]2CC[C@@H]3[C@H](COc4ccc(NS(=O)(=O)c5cccc(F)c5)cc4C(=O)N3C)O2)c1	-3	-20[16.7 µM]	-4	15	/	2.7	-4	/
C[C@H]1CN([C@@H](C)CO)C(=O)c2cccc(NC(=O)Nc3ccc(C(F)(F)F)cc3)c2O[C@H]1CN(C)Cc1ccc(-c2ccccc2)cc1	-2	2[16.7 µM]	-5	0	5	-0.4	-3	-10
COc1cccc(CN2CCC(C(=O)N3CCN(Cc4ccc5c(c4)OCO5)CC3)CC2)c1	12	/	0	-1	-9	-0.3	/	-20
CC(=O)OCc1c(COC(C)=O)[n+](=O)c2ccccc2n1[O-]	-4	-10	2	2	/	/	-7	/
O=C1c2ccccc2[C@@H]2C[C@H](NC34CC5CC(CC(C5)C3)C4)[C@@H](O)CCN12	-19	7	-1	-7	8	-1.0	11	-17
CC(=O)Nc1ccc(C(=O)OCC(=O)c2ccc(C)c([N+](=O)[O-])c2)cc1	0	-2	0	11	/	/	19	/
CN(CCC#N)C(=O)Cn1nc(Cc2ccncc2)c2ccccc2c1=O	1	-7	1	3	0	-1.1	6	-3
COc1ccc2c(c1O)-c1ccccc1CCN(C)C2	-4	-2	0	-2	1	/	5	-17
O=C(NCC1CCCO1)c1ccc(Cl)c(S(=O)(=O)N2CCCCC2)c1 (configuration not stated)	-4	-3	0	3	0	/	-1	-5
C[C@H](CO)N1C[C@H](C)[C@H](CN(C)C(=O)Nc2cccc3ccccc23)Oc2ccc(NC(=O)Nc3ccc4c(c3)OCO4)cc2C1=O	1	-5[16.7 µM]	0	-1	-2	-2.1	-13	-12
O=C(NCc1ccccc1)C1=C[C@H](c2coc3ccccc3c2=O)C[C@H](OCc2ccc(CO)cc2)O1	-21&-3	3	19&-2	-2&2	5&4	-0.2	-5&0	24&-68
C[C@H](CO)N1C[C@H](C)[C@H](CN(C)Cc2ccccc2)Oc2ccc(NS(=O)(=O)c3ccc(Cl)cc3)cc2C1=O	2	-10[16.7 µM]	-2	-4	1	/	2	5
COc1ccc(C(C(=O)NC2CCCCC2)N(Cc2cccs2)C(=O)Cc2c[nH]c3ccccc23)cc1 (configuration not stated)	-10	65	0	-4	/	/	-12	/
C[C@H](CO)N1C[C@H](C)[C@H](CN(C)Cc2ccccc2)Oc2ccc(NS(C)(=O)=O)cc2C1=O	-7	-7[16.7 µM]	-6	2	0	-0.3	7	-2

(list continues)
mol	RAD54 inh	miR122 inh	Cneo AK release	PglD inh	ERAP1 HTS inh	E-sel inducer	PGC1a acetyl inh	RAD52 inh
CC(C)C#Cc1cnc2c(c1)C(=O)N([C@@H](C)CO)C[C@H](C)[C@@H](CN(C)C(=O)c1ccccn1)O2	0	1[16.7 µM]	-4	1	0	0.7	4	-5
CC1(NC(=O)c2cccc(S(=O)(=O)N3CCN(c4ccc(F)cc4)CC3)c2)CCS(=O)(=O)C1 (configuration not stated)	0	-4	0	6	2	/	/	-12
N#Cc1ccc(CSc2nc(N)cc(N)n2)cc1	-4	0	0	0	3	/	-7	-6
Cc1cc(N2CCN(c3cccc(C(F)(F)F)c3)CC2)n2ncnc2n1	3	-3	-1	-5	/	/	6	/
CC1CCN(c2ccc(C(=O)O)cc2)CC1	5	-9	0	-1	/	/	2	/
CC(C)C(NC(=O)c1c(F)cccc1F)C(=O)N1CCN(c2ncccn2)CC1 (configuration not stated)	12	/	3	-1	1	-0.4	/	-5
O=C(NNc1c(Cl)cncc1Cl)c1cccs1	10	-3	-4	4	-1	-0.1	8	-11
COc1ccc(NC(=O)c2cc(-c3ccccc3O)n[nH]2)cc1Cl	-6	/	-1	-5	-1	/	-3	-7
CC1(c2ccccc2)NC(=O)N(CC(=O)NC(=O)NCc2ccco2)C1=O (configuration not stated)	-9	1	1	8	/	/	0	/
Cc1cc(C(=O)NNCc2ccccc2)no1	-8	-10	0	0	-3	0.2	7	-3
N#C/C(=N\Nc1cc(Cl)cc(Cl)c1)c1nnc2n1CCCCC2	6	-3	1	-1	0	/	/	-9
Cc1noc(C)c1NC(=O)N(C)C[C@@H]1Oc2ccc(NC(=O)Cn3cnnn3)cc2CC(=O)N([C@H](C)CO)C[C@@H]1C	4	-8[16.7 µM]	-2	-1	/	0.0	3	/
O=c1ccc(-c2ccccc2)nn1Cc1ccccc1	7	4	3	-2	-1	-0.1	1	-3
Cc1ccc(S(=O)(=O)Nc2ccc3c(c2)C(=O)N([C@@H](C)CO)C[C@@H](C)[C@H](CN(C)C(=O)Cc2ccccc2)OCCCC[C@@H](C)O3)cc1	-7	-5[16.7 µM]	25	-11	-3	/	-8	32
CO[C@H]1CN(C)C(=O)c2cc(NC(=O)Nc3c(C)noc3C)ccc2OC[C@H](C)N(CCC(F)(F)F)C[C@@H]1C	-2	/	46	-2	-2	0.2	10	-16
O=C(c1cc(-c2ccc(Cl)c(Cl)c2)on1)N1CCOCC1	-3	-7	4	3	-4	/	-5	-20
O=C(NCc1ccc(F)cc1)c1cccc2c1C(=O)c1ccc(N3CCOCC3)cc1S2(=O)=O	-16	1	2	-3	1	0.5	-17	-373
CCCN1C[C@H](C)[C@H](OC)CN(C)C(=O)c2ccc(NC(=O)c3ccccc3F)cc2OC[C@@H]1C	0	/	0	2	/	0.0	7	-10
CCCCNC(=O)C1(NC(=O)Nc2ccc(C)cc2)CCCCC1	/	-2	/	/	2	/	-5	-1
CCCCNC(=O)N(O)C1N(/N=C/c2ccco2)C(=S)SC1(C)C (configuration not stated)	-1	/	1	4	-1	/	/	-22
CCCN1C[C@@H](C)[C@@H](OC)CN(C)C(=O)c2cc(NC(=O)c3ccccc3)ccc2OC[C@H]1C	7	/	5	0	3	-0.3	-4	7
COCCCNC(=O)CC1C[C@H](C(=O)N(C(C)C)C(C)C)[C@@]2(C)c3[nH]c4ccccc4c3CCN2C1=O (some centres not stated)	-4	-4	4	-2	-4	-0.1	1	10
CC(=O)Nc1cc(-c2ccoc2)cn2c(-c3ccccc3)cnc12	-2	9	-8	-7	1	0.1	-1	-37
Cc1ccc(N(CC(=O)N/N=C/c2cccs2)S(C)(=O)=O)cc1	6	0	0	-6	-3	0.5	/	-6
O=C(C[C@@H]1CC[C@@H](NC(=O)Cc2cccnc2)[C@@H](CO)O1)NCc1ccc2c(c1)OCO2	-9	9[16.7 µM]	-1	-1	2	0.2	-2	9

The list continues.
mol	RAD54 inh	miR122 inh	Cneo AK release	PglD inh	ERAP1 HTS inh	E-sel inducer	PGC1a acetyl inh	RAD52 inh
CCN(C(=O)c1cn(C)c(=O)c2cc(OC)c(OC)cc12)c1cc(C)ccc1C	0	-7	1	-8	/	/	11	/
CCc1cc(C(=O)NNC(=S)NC(C)c2ccccc2)cs1 (configuration not stated)	-5	7	7	3	2	/	-4	-6
C[C@H]1CN([C@@H](C)CO)C(=O)c2cc(NS(=O)(=O)c3cccs3)ccc2O[C@H]1CN(C)Cc1ccncc1	-1	-7[16.7 µM]	-6	-2	-3	2.4	2	10
COc1ccc(N(C(C)C(=O)NCCSCc2cccc(Cl)c2)S(C)(=O)=O)cc1 (configuration not stated)	-8	1	-1	-14	-2	-0.2	-9	-18
C[C@H]1CN([C@@H](C)CO)C(=O)c2cc(NS(=O)(=O)c3cn(C)cn3)ccc2O[C@H]1CN(C)Cc1ccc(C(F)(F)F)cc1	-3	-5[16.7 µM]	2	-3	0	-1.3	12	8
CCc1ccc(N2CCN(S(=O)(=O)CC34CCC(CC3=O)C4(C)C)CC2)cc1 (configuration not stated)	-11	-15	0	6	3	2.5	13	-1
CSc1ncc(CN2CCc3c([nH]c4ccccc34)C2C(C)(C)C)cn1 (configuration not stated)	4	3	-3	-2	-7	0.7	-13	-41
CC(C)NC(=O)N(C)C[C@H]1Oc2ccc(NC(=O)Cc3ccccc3)cc2CC(=O)N([C@@H](C)CO)C[C@H]1C	4	-1[16.7 µM]	-4	-1	0	-0.1	-1	-2
O=C(COC(=O)c1nc(Cl)ccc1Cl)NC1CCCCCC1	0	-8	-1	-1	-3	/	-14	-6
Cn1c(=O)c2c(SCc3ccccc3)nc(C3CC3)nc2n(C)c1=O	1	4	2	-1	0	/	0	-4
COc1ccc2[nH]c3c(=O)n(/N=C/[C@H]4C(C)C=C(C)CC4C)c(=O)[nH]c3c2c1 (some centres not stated)	-22	/	5	-1	-2	/	/	-22
O=C(O)Cn1c(=O)cnc2ccccc21	13	-13	0	0	/	/	-5	/
COc1ccc(-c2ccc3c(c2)O[C@H](CN(C)C(C)=O)[C@H](C)CN([C@@H](C)CO)S3(=O)=O)cc1	?	-19[16.7 µM]	48	4	7	0.3	-1	7
COC(=O)c1c(NC(=O)CN2CCN(c3ncccn3)CC2)sc(C(N)=O)c1C	-12	/	1	2	-3	0.8	16	-30
C[C@H](CO)N1C[C@H](C)[C@H](CN(C)S(=O)(=O)c2ccc(F)cc2)Oc2ccc(NS(=O)(=O)c3ccc(F)cc3)cc2CC1=O	4	13[16.7 µM]	0	4	0	-0.3	12	-18
COC(=O)c1c(C(=O)OC)c(-c2ccc(F)cc2)n2c1CSC2	-3	1	-1	2	-1	-0.2	3	-6
COc1ccccc1NC(=O)Cc1nnc(SCC(=O)Nc2ccc(F)cc2F)n1C	13	-9	24	-6	-6	/	-8	-21
O=C(Oc1ccc(Cl)cc1)c1ccc(N2CCOCC2)c([N+](=O)[O-])c1	3	-4	1	2	0	0.4	/	-10
